697 NFkB inh = lowers PMA/ionomycin-induced NF-kB signal in 697 B cells; 697 B-cell NF-kB luciferase reporter, 16 h; inhibition, % at 4 µM; 0.33% of 330,000 active; in the data active means inhibition above about 35%
APJ ag = activates the human apelin receptor APJ. P35414. CHO-K1 APJ PathHunter beta-arrestin, luminescence; 0% DMSO wells, 100% apelin. activation, % at 20 µM. 0.11% of 330,000 active. AID 2520;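 active means activation more than six SD over the plate average, tested at 20 µM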;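 further: 0% = DMSO alone and 100% = apelin-13 at 10 nM; some results filed as inactive read as strong as hits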
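Test system: CHO-K1 APJ beta-arrestin complementation cell line | Compound: Single test compound dose, 20 µM final, 1% DMSO | Incubation: Compound 90 min 25 °C, reagent 1 h | Measured by: beta-gal luminescence | Read-out basis: APJ–arrestin association signal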
XBP1 UPR activ = activators of adaptive arm of unfolded protein response (XBP1); 0.33% of 330,000 active; CHO-XBP1 luciferase reporter, IRE1-XBP1 UPR activation, luminescence; percent of tunicamycin response, DMSO as zero; activation, % at 20 µM; AID 463104;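 active means versus positive control, 20 µM dose yields 30% or more activation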;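 further: 100% = tunicamycin at 10 µg/mL and 0% = DMSO only wells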
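Assay system: CHO-XBP1 luciferase reporter cells; Schedule: 6 h treatment, 37 °C; Detection: glow luminescence from Steady-Glo reagent; Benchmarks: high control tunicamycin 10 µg/mL final, low control DMSO vehicle only.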
APJ antag = APJ receptor antagonism. 0.32% of 330,000 active. CHO-K1 APJ beta-arrestin complementation, luminescence. P35414. inhibition, % at 20 µM;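 active means inhibition above about 40% at 20 µM, limit read from the data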;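 further: cells challenged with 10 nM apelin-13 agonist together with compound; plate controls were apelin-13 plus DMSO wells for no effect and DMSO wells lacking apelin-13 for full effect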
tim23-1 inh = tim23-1 yeast growth inhibition; S. cerevisiae tim23-1 growth, BacTiter-Glo luminescence, 24 h; inhibition, % at 20 µM; 1.3% of 330,000 active;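 active means growth inhibition of the mutant yeast at or above 50%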;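 further: temperature-sensitive mutant grown at 25 °C; plate controls were DMSO-treated mutant yeast for no effect and medium wells lacking yeast for full effect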
Jurkat NFkB inh = inhibitors of the PMA/ionomycin-induced NF-kB reporter in Jurkat cells; inhibition, % at 4 µM; AID 435003; 0.53% of 330,000 active; PMA/ionomycin-induced NF-kB luciferase reporter, luminescence; in the data active means inhibition above about 50%
UPR CHOP act = apoptotic UPR (CHOP) activation; CHO-CHOP luciferase reporter, luminescence; percent of tunicamycin response over DMSO baseline; activation, % at 10 µM; 0.34% of 330,000 active;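 active means at 10 µM dose, activation of 40% or more, normalized to positive control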;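 further: 100% = tunicamycin at 10 µg/mL and 0% = DMSO alone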
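measured by = luciferase luminescence | assay system = CHO-CHOP cells, stable luciferase reporter of PERK-eIF2a-CHOP signalling | amount = 500 reporter cells seeded per well | timing = 6 h compound exposure at 37 °C after overnight seeding | controls = positive tunicamycin 10 µg/mL, negative DMSO alone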
Mdm2-MdmX inh = inhibitors of human Mdm2/MdmX interaction; 3% of 330,000 active; AID 485346; inhibition, % at 8 µM; SaOS-2 split-luciferase Mdm2/MdmX complementation, luminescence; O15151+Q00987;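 active means inhibition of at least 50% at 8 µM in the primary screen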
Target sequence (O15151 whole entry, looked up): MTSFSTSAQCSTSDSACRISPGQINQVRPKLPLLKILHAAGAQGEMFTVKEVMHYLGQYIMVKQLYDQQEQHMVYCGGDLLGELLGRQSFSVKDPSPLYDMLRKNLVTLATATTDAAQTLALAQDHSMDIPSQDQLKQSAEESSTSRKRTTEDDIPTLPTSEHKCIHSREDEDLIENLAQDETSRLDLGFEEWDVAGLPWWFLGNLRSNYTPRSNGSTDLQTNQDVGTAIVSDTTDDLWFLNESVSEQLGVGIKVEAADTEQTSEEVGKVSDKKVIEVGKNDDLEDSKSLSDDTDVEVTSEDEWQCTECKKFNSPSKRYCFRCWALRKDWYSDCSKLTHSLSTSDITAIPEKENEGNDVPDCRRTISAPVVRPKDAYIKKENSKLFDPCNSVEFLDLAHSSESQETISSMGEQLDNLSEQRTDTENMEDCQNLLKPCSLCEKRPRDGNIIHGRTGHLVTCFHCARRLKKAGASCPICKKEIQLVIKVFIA
Target sequence (Q00987 whole entry, looked up): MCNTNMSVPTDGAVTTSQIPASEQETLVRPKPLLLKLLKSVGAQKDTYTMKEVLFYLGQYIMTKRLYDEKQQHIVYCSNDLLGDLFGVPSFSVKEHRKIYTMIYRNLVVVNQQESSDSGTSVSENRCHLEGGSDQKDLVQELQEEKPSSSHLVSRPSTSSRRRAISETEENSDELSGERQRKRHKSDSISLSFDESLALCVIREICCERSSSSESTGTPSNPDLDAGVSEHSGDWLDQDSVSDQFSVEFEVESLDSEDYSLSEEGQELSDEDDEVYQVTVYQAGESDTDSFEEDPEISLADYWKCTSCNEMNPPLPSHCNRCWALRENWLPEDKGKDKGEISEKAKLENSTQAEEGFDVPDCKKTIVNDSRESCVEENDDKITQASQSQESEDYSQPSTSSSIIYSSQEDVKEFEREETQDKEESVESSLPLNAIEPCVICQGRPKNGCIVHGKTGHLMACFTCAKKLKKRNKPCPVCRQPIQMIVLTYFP
* = called active by the depositor; . = no result given.

molecule,697 NFkB inh,APJ ag,XBP1 UPR activ,APJ antag,tim23-1 inh,Jurkat NFkB inh,UPR CHOP act,Mdm2-MdmX inh
CNc1ccc(Oc2c(F)c(F)nc(F)c2F)cc1,12,-1,4,-10,6,14,0.6,13
COC(=O)NC1c2ccccc2Oc2ccccc21,-21,-2,-2,-14,17,-1,-0.6,6
COc1ccc(NC(=O)C(=O)NCC(c2ccco2)N2CCc3ccccc32)cc1 (configuration not stated),-66,0,3,-3,11,64*,0.1,19
CCOC(=O)c1cc2c(ccn2C)n1CC(=O)N(Cc1ccccc1)c1ccc(F)cc1,-12,-1,-2,-2,38,-9,0.6,29
Cc1ccc(S(=O)(=O)N2CCC[C@H]2C(=O)OCC(=O)Nc2ccc3c(c2)OCO3)cc1,11,1,-3,7,9,-7,-0.4,-20
COC(=O)C1=C(C)N(Cc2ccccc2)C(=NCCc2cccnc2)N[C@H]1c1ccc(Br)cc1,-12,-1,4,13,6,-13,1.5,85*
CCN(C(=O)CCc1nc(-c2ccc(OC)cc2)no1)c1cc(OC)ccc1OC,-11,0,-1,-4,31,-11,1.9,15
C=CCn1c(-c2sccc2C)n[nH]c1=S,-20,7,-1,-12,15,-10,-1.2,-4
CC(=O)N1N=C(c2cccs2)CC1c1ccco1 (configuration not stated),13,-1,-2,15,9,0,-2.1,-11
O=C(CSc1nnc(-c2ccncc2)n1Cc1ccccc1)Nc1nccs1,10,-1,1,7,17,1,0.7,10
O=C(CSCc1c(F)cccc1Cl)Nc1cccnc1,13,-1,0,21,3,1,-1.5,27
CCOc1ccccc1CN1CCNC(=O)C1CC(=O)NC1CCCCCCC1 (configuration not stated),-19,0,0,12,8,-9,0.5,5
Cc1ccc(C(=O)Nc2ccc(C(=O)O)cc2)cc1S(=O)(=O)Nc1cccc([N+](=O)[O-])c1,-3,-4,-3,16,1,9,-0.5,12
COc1ccc2c(c1)OC(O)(C(F)(F)F)CC2=O (configuration not stated),8,-3,0,16,16,-6,0.4,7
Cc1ccccc1OCC(=O)OC(C(=O)c1ccccc1)c1ccccc1 (configuration not stated),9,-5,-2,14,8,6,-1.2,8
N#CCC(=O)N/N=C/c1cn(Cc2cccc3ccccc23)c2ccccc12,-51,-2,130*,-12,-20,32,8.3,66*
COc1ccccc1C(CNC(=O)C(CCSC)NS(=O)(=O)c1ccccc1F)N1CCCC1 (configuration not stated),5,-6,-3,13,11,2,-0.6,40
O=C(O)C1CCCCC1C(=O)Nc1ccc2c(c1)OCCO2 (configuration not stated),-9,4,-3,-1,6,3,-3.2,25
C[C@]12C(=O)N(c3ccc(F)cc3)C(=O)N1[C@@H]1c3ccccc3OC[C@@H]1[C@H]2c1ccccc1,-13,1,0,-1,29,11,1.2,13
CCC(OC(=O)c1cc2sccc2n1C)C(=O)NCc1ccco1 (configuration not stated),3,-3,0,0,-11,12,-2.0,4
CC(CC(=O)Nc1nc2ccccc2[nH]1)c1ccccc1 (configuration not stated),-93,1,-4,-4,11,-90,3.9,-50
CCOc1ccc(NS(=O)(=O)c2ccc(OCC)c3ncccc23)cc1,-29,-2,-4,15,28,11,-0.1,25
COC(=O)c1c(NC(=O)CN2C(=O)NC(CCc3ccccc3)C2=O)sc2c1CCCCC2 (configuration not stated),-22,1,-2,-3,-5,5,-1.2,33
O=C(CSC1=NCCS1)Nc1nc2ccccc2s1,-46,-5,4,12,40,-26,4.4,-17
O=C(Cn1nnc2ccccc2c1=O)NCCc1ccc(Cl)cc1Cl,7,-3,-2,-3,-2,7,-0.8,9

An excerpt from above, limited to Jurkat NFkB inh:
Molecule,Jurkat NFkB inh
Cc1ccc(S(=O)(=O)N2CCC[C@H]2C(=O)OCC(=O)Nc2ccc3c(c2)OCO3)cc1,-7
COC(=O)C1=C(C)N(Cc2ccccc2)C(=NCCc2cccnc2)N[C@H]1c1ccc(Br)cc1,-13

As entered above.
Reading for C[C@]12C(=O)N(c3ccc(F)cc3)C(=O)N1[C@@H]1c3ccccc3OC[C@@H]1[C@H]2c1ccccc1 in Mdm2-MdmX inh: 13
Reading for O=C(CSc1nnc(-c2ccncc2)n1Cc1ccccc1)Nc1nccs1 in APJ antag: 7
Reading for O=C(CSCc1c(F)cccc1Cl)Nc1cccnc1 in UPR CHOP act: -1.5
Reading for CCC(OC(=O)c1cc2sccc2n1C)C(=O)NCc1ccco1 (configuration not stated) in Mdm2-MdmX inh: 4

Other entries follow.
molecule,697 NFkB inh,APJ ag,XBP1 UPR activ,APJ antag,tim23-1 inh,Jurkat NFkB inh,UPR CHOP act,Mdm2-MdmX inh
O=C(Nc1ccccc1C(=O)N1CCOCC1)c1ccc([N+](=O)[O-])cc1,17,-8,-1,4,18,14,-2.7,14
COCCNC(=O)c1ccc(-c2csc(C)n2)cc1,1,-1,-1,-4,-2,-43,2.6,-8
N#Cc1ccc(/C=N/NC(=O)c2ccccc2F)cc1,-23,2,2,-8,0,-12,2.6,-18
CCOc1ccc(-n2c(Cc3cc(=O)[nH]c(=O)[nH]3)nnc2SCC)cc1,2,0,0,-1,10,10,-2.4,6
Cc1ccccc1NC(=O)Cc1nc(COC(=O)CCC(=O)c2ccccc2)cs1,11,-4,-2,3,36,-12,-0.8,16
CCOc1ccc(-n2nnnc2SCC(=O)N2CCOCC2)cc1,-33,-3,1,16,-2,2,-0.6,8
Cc1ccc(C)c(NC(=O)/C(C#N)=C/c2cn(CC(=O)NCc3ccco3)c3ccccc23)c1,14,-1,224*,-1,-14,2,111*,92*
Cc1ccc(/C(O)=C/C(=O)C(=O)NNC(=O)C(O)(c2ccccc2)c2ccccc2)cc1,8,-6,-5,13,32,-3,0.3,14
Cc1ccc(C2NC(=O)c3c(sc(C)c3C)N2)c(O)c1 (configuration not stated),-43,1,1,5,10,-28,2.4,-5
CCN(CC(=O)Nc1ccc(NC(C)=O)cc1)CC(=O)Nc1cccc(Cl)c1,12,-3,-6,10,-3,7,3.6,9
CC(=O)N1CCc2cc(S(=O)(=O)NC(CC(C)C)C(=O)N3CCn4c3nc3ccccc34)ccc21 (configuration not stated),24,0,-2,7,12,8,1.5,18
NC(=O)C1(N2CCCCC2)CCN(C(=O)NC23CC4CC(CC(C4)C2)C3)CC1,-6,-3,-5,-1,1,3,-1.8,-23
CSc1ccc(NC(=O)Nc2cccn(Cc3ccccc3)c2=O)cc1,-6,-1,4,-13,26,-1,0.9,19
CCN(CC)C(=O)[C@H]1C[C@H](CC(=O)NCC23CC4CC(CC(C4)C2)C3)C(=O)N2CCc3c([nH]c4cc(-c5ccco5)ccc34)[C@]12C,14,.,11,.,44,.,18,84*
Cc1cc(C)c2[nH]c(=O)c(C(c3nnnn3C(C)(C)C)N(Cc3ccco3)CC3CCCO3)cc2c1 (configuration not stated),-11,-5,1,-2,12,4,0.3,13
O=C(NC1CC1)C1CCCN1S(=O)(=O)c1ccc2ccccc2c1 (configuration not stated),-31,2,0,5,14,24,-1.9,32
Cc1ccc(OCC(=O)Nn2c(C)nc3ccccc3c2=O)c(C(C)C)c1,1,2,-1,6,29,-14,-0.9,-9
CCOc1ccc(NC(=O)C2CC=CCC2C(=O)O)cc1 (configuration not stated),22,0,-1,16,5,1,-2.3,-45
N#CC1=C(N)Oc2cc(Nc3ccccc3)ccc2C1c1ccncc1 (configuration not stated),37*,0,-8,13,3,-9,8.1,30
COc1cccc(CN2CCNC(=O)C2CC(=O)NCCc2nc(C)c(C)s2)c1OC (configuration not stated),4,-1,-1,1,9,-8,1.4,-1
CSc1ccc(C2=CC(=O)C[C@H](c3ccc(F)cc3)C2)cc1,-14,-4,1,10,36,2,0.9,11
CC(C)(C)C(=O)OCc1nc(-c2ccc3c(c2)OCCO3)cs1,-30,-5,-2,-11,24,-49,-1.4,4
N#C/C(=N/O)c1nc(-c2ccc(F)cc2)cs1,-14,0,-1,4,19,-22,2.5,9
CCN(C(=O)C(C)N1C(=O)/C(=C/c2ccco2)SC1=S)C1CCS(=O)(=O)C1 (configuration not stated),-31,4,-6,-71,23,1,0.7,55*
NC(=O)c1ccc(NC(=O)CN2CCN(S(=O)(=O)c3ccc4ccccc4c3)CC2)cc1,0,-2,-1,7,10,-9,-1.4,-2

Retrieved by structure from the list above:
molecule,697 NFkB inh,APJ ag,XBP1 UPR activ,APJ antag,tim23-1 inh,Jurkat NFkB inh,UPR CHOP act,Mdm2-MdmX inh
O=C(O)C1CCCCC1C(=O)Nc1ccc2c(c1)OCCO2 (configuration not stated),-9,4,-3,-1,6,3,-3.2,25
O=C(CSc1nnc(-c2ccncc2)n1Cc1ccccc1)Nc1nccs1,10,-1,1,7,17,1,0.7,10
CCOc1ccc(NC(=O)C2CC=CCC2C(=O)O)cc1 (configuration not stated),22,0,-1,16,5,1,-2.3,-45

Next records:
molecule,697 NFkB inh,APJ ag,XBP1 UPR activ,APJ antag,tim23-1 inh,Jurkat NFkB inh,UPR CHOP act,Mdm2-MdmX inh
CCc1noc(C)c1C(=O)Nc1cc(S(=O)(=O)N(CC)CC)ccc1N1CCOCC1,4,-2,-2,13,16,4,0.9,8
Cc1n[nH]c(C)c1Cc1c(F)cccc1Cl,-4,0,3,-2,23,7,-0.1,14
CCc1cccc(CC)c1NC(=O)COC(=O)C1(c2ccc(Cl)cc2)CCCC1,10,-4,-2,-6,8,14,0.9,14
O=C(Cn1nnc(-c2ccc(Cl)cc2)n1)NC1CCN(Cc2ccccc2)CC1,-17,8,-2,-47,6,6,0.1,-6
CCOC(=O)N1CCN(c2c(N3CCN(C(=O)OCC)CC3)c(=O)c2=O)CC1,10,-2,-1,13,10,-4,-0.2,7
Cc1nc(NS(=O)(=O)c2ccc(Cl)s2)c2c3c(sc2n1)CCCC3,-14,0,-2,9,31,-3,0.0,11
O=C(Cn1c(=O)oc2ccccc21)Nc1nnc(N2CCCCCC2)s1,-3,-2,0,12,5,-5,1.1,6
O=C(NNS(=O)(=O)c1ccc(F)cc1)c1sccc1-n1cccc1,6,-3,-5,-12,9,10,0.2,-7
CCC[C@@H]1C[C@@]1(CCC)[C@@H](NC(=O)c1ccccc1)c1ccc(C(=O)OC)cc1,27,-6,0,22,17,24,0.5,16
O=C(CCC1CCCCC1)Nc1nnc(C(F)(F)F)s1,-14,-1,2,6,17,-3,1.7,22
CCOC(=O)/C(C#N)=C/Nc1cc(C(C)(C)C)sc1C(C)=O,12,3,-1,0,-9,-3,-1.5,9
CCC(Cc1ccccc1)NCc1c(C(=O)O)c(C)n(Cc2ccccc2)c1C (configuration not stated),10,-5,-2,-5,19,1,1.0,-3
COc1ccc(NC(=O)CN(C)C(=O)C2CCCO2)cc1 (configuration not stated),16,-1,-2,13,7,-2,1.6,7
COc1cc(C(=O)NC2CCCCC2)ccc1OC1CCN(C(C)=O)CC1,4,-2,-1,8,16,1,2.0,6
CCCOc1ccc(CNC(=O)C2CCN(C(=O)N3CCOc4ccccc43)CC2)cc1,-5,-1,-2,3,18,14,0.5,51*
COc1cccc(CN(C)C(=O)c2cc(COc3ccc(-n4cncn4)cc3)on2)c1,-13,2,-5,-2,51*,12,-0.4,25
COC(=O)C1CN(C(=O)COc2ccc(Cl)cc2Cl)c2ccccc2O1 (configuration not stated),-10,0,1,7,35,13,1.1,-2
Cc1ccc(C(C)n2cc(C(=O)NCc3ccccn3)nn2)cc1 (configuration not stated),16,0,0,3,-1,1,-2.7,-3
c1ccc2sc(N3CCN(Cc4nnnn4CC4CCCO4)CC3)nc2c1 (configuration not stated),-8,-3,3,-5,-44,-18,2.2,3
